NPR1 activator – GC-A stimulated cGMP production enhancers – HEK293 GC-A cells, cGMP TR-FRET, EC30 ANP, primary screen; Atrial natriuretic peptide receptor 1 (Homo sapiens), P16066; 0% at EC30 ANP, 100% saturating ANP; activation, % at 10 µM; hit rate 0.14% among 370,000; in the data active = activation above about 40%
GAA850 FXN act – FXN promoter activators, primary screen, cell-based, luciferase luminescence, HEK293 lucGAA850; HEK293 lucGAA850 FXN promoter luciferase reporter, 24 h; percent of 10 µM SAHA response; activation, % at 6 µM; hit rate 0.56% among 360,000; AID 540364, 2011;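 active = activation above the average of all compounds screened plus 3 SD, cutoff fixed separately per campaign, cut at about 7.5% in these data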;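 note: 0% = DMSO wells and 100% = 10 µM SAHA wells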
hgDAF12 agonist – H. glycines DAF-12 receptor agonists, primary screen, cell-based, luminescence, HEK293, GAL4 fusion, UAS-luciferase; Nuclear hormone receptor DAF-12 (Heterodera glycines), GAL4 fusion; HEK293 GAL4-hgDAF12 UAS-luciferase reporter, agonist luminescence; normalized to butyrate control; activation, % at 6.8 µM; hit rate 1.8% among 370,000; AID 687014, 2013;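 active = activation above a cutoff set at the mean of all screened compounds plus 3 SD, cut at about 10% in these data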;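 note: 0% = DMSO wells and 100% = sodium butyrate wells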
hcDAF12 agonist – H. contortus DAF-12 nuclear receptor activators, primary screen, cell-based, luminescence, HEK293, lit1-tk-luc reporter; HEK293 hcDAF-12 lit1-tk-luc reporter; 0% DMSO, 100% Δ7-dafachronic acid; activation, % at 6.8 µM; hit rate 1.4% among 370,000; AID 652067, 2013;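 active = activation above the mean of all tested compounds plus 3 SD, cut at about 5.5% in these data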;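 note: 100% = response to 3 µM Δ7-dafachronic acid high control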
proKLK7 act – proKLK7 zymogen activators, primary screen, biochemical, fluorescence intensity | purified proKLK7, EDANS-DABCYL substrate fluorescence; 100% is mature enzyme control, 0% vehicle | hit rate 0.9% among 370,000 | activation, % at 7 µM;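 active = activation above the mean of all tested compounds plus 3 SD, computed per campaign excluding outliers beyond control limits, cut at about 13% in these data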
Target sequence (P49862 whole entry, looked up): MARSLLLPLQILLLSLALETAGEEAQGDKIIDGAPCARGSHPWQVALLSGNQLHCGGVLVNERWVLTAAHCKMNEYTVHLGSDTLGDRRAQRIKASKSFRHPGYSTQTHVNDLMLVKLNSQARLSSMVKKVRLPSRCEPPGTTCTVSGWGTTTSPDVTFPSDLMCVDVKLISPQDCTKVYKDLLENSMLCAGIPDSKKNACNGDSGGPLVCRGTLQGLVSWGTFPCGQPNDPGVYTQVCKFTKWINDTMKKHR
DAX1 inh-1 – DAX1 (NR0B1) inhibitors, primary screen, cell-based, HEK293, Gal4-DAX1, luciferase luminescence. HEK293 Gal4-DAX1 luciferase reporter. hit rate 0.99% among 340,000. inhibition, % at 6.75 µM. AID 504766, 2011;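 active = inhibition above the mean over all tested compounds plus 3 SD, cut at about 4.2% in these data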;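 note: 0% = DAX1-transfected cells with DMSO and 100% = empty-vector control cells with DMSO; inhibition shows as a rise in luminescence from relieved DAX1 repression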
Target sequence (P51843 207-470 limits assumed): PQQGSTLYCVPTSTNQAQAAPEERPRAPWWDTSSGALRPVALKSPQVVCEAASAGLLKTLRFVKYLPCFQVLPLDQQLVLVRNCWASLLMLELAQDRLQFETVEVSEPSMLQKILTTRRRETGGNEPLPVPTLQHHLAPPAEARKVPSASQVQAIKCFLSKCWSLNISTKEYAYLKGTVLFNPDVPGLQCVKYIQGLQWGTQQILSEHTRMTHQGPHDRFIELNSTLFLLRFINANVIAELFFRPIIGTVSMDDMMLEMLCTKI
ssDAF-12 act – S. stercoralis DAF-12 nuclear receptor activators, primary screen, cell-based, luminescence, HEK293, GRIP1 co-expression, lit1-tk-luc | AID 652126, 2013 | activation, % at 6.8 µM | hit rate 1% among 370,000 | HEK293 ssDAF-12/GRIP1 lit1-tk-luc reporter; % of 3 µM dafachronic acid response;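 active = activation above the mean over all tested compounds plus 3 SD, cut at about 0.9% in these data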;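 note: 0% = DMSO-only wells and 100% = 3 µM delta7-dafachronic acid wells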
NPR2 activator – human GC-B receptor activators, primary screen, HEK293 GC-B cells, cGMP TR-FRET, EC30 CNP. Atrial natriuretic peptide receptor 2 (Homo sapiens), P20594. 0% at EC30 CNP, 100% saturating CNP. activation, % at 10 µM. hit rate 0.11% among 370,000;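 active = activation at 10 µM reaching about 35% in either raw or pattern-adjusted values, limit read from the data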
DAX1 inh-2 – DAX1 (NR0B1) inhibitors on StAR promoter, primary screen, cell-based, luminescence, SF-1 (NR5A1), full-length DAX-1; HEK293T StAR-luciferase reporter, SF-1/DAX-1 repression relief; hit rate 1.1% among 370,000; inhibition, % at 6.8 µM; AID 652010, 2013;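 active = inhibition above the mean over all tested compounds plus 3 SD, cut at about 3.6% in these data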;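 note: 0% = DAX-1 cells with DMSO and 100% = cells lacking DAX-1 with DMSO; higher inhibition means more luminescence from relief of DAX-1 repression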
SMARCA2 act – SMARCA2 (BRM) function activators, primary screen, cell-based, luminescence, high throughput; MG213 cells, MMTV-luciferase reporter, dexamethasone, overnight; activation, % at 9.1 µM; hit rate 1% among 370,000; in the data active = activation above about 7.8%;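 note: 0% = vehicle wells and 100% = reference activator wells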
sPLA2-III inh – human group III sPLA2 inhibitors, primary screen, biochemical, QFRET, BODIPY PC-A2 liposome substrate | inhibition, % at 12.2 µM | Group 3 secretory phospholipase A2 (Homo sapiens), Q9NZ20 | hit rate 0.56% among 370,000 | QFRET BODIPY PC-A2 liposome hydrolysis, fluorescence;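 active = inhibition above mean plus 3 SD of compounds lying within the high and low control bounds, cut at about 19% in these data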;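 note: 0% = median of test compound wells and 100% = no enzyme DMSO wells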
Target sequence (Q9NZ20 whole entry, looked up): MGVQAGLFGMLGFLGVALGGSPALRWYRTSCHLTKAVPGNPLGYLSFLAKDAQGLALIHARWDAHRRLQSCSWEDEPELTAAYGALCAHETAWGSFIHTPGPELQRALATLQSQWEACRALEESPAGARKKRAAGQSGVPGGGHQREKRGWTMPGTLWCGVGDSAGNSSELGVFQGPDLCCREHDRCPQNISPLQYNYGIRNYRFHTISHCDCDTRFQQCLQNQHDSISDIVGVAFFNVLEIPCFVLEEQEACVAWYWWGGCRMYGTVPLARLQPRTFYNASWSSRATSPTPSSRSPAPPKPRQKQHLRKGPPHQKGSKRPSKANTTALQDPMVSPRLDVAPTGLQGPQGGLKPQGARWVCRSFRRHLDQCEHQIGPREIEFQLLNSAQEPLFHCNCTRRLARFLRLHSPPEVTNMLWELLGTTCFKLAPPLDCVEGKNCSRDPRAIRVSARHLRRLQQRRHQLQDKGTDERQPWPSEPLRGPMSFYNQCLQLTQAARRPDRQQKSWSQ
* = called active by the depositor; x = not tested or not shown.

SMILES	NPR1 activator	GAA850 FXN act	hgDAF12 agonist	hcDAF12 agonist	proKLK7 act	DAX1 inh-1	ssDAF-12 act	NPR2 activator	DAX1 inh-2	SMARCA2 act	sPLA2-III inh
CC(C)CC(NC(=O)/C(=C/c1ccco1)NC(=O)c1ccc(Br)o1)C(=O)O (stereo not given)	0	1.6	-1.1	0.3	-0.6	1.4	-1.0	3	0.5	-1	0
CC1CCCCN1C(=O)c1cc(F)c(F)cc1Cl (stereo not given)	4	-0.6	-0.9	1.6	0.1	0.4	-0.8	2	-0.1	-5	4
CC1=C(C(=O)OC(C)(C)C)C(c2cccs2)NC(=O)N1 (stereo not given)	-3	1.1	-1.1	-2.0	-0.5	-0.6	-1.4	-3	-0.4	-5	14
Cc1ccc(OC(C)C(=O)Nc2ccc(Cl)cn2)c([N+](=O)[O-])n1 (stereo not given)	-4	2.6	1.8	-2.3	0.2	0.8	-1.3	1	-0.9	0	12
CCCc1cc(=O)[nH]c(SCC(=O)N(C)Cc2ccccc2)n1	-9	-0.2	-1.6	2.4	0.1	0.2	-0.7	-2	-0.1	2	-4
CN(C)S(=O)(=O)Oc1ccccc1C(=O)Nc1ccc(F)cc1	0	3.5	0.9	-1.8	0.6	-1.7	-1.1	3	0.6	0	-5
O=C(CNS(=O)(=O)c1ccc(Cl)c(C(F)(F)F)c1)NC1CCCCC1	0	1.0	2.7	0.3	-0.4	-0.1	-0.7	-1	-1.0	2	-33
COc1ccc(OC)c(S(=O)(=O)NCC(c2ccc3c(c2)OCO3)N2CCOCC2)c1 (stereo not given)	-8	1.4	2.5	-1.0	-0.7	0.2	-1.1	-4	0.9	1	6
O=C(CSc1nnc2c(n1)[nH]c1ccc(F)cc12)Nc1ccccc1F	-2	3.9	-0.9	0.1	0.6	-0.7	-1.3	2	-0.3	0	0
O=C1NCC(COc2cccc3ccccc23)O1 (stereo not given)	1	2.2	-1.0	-0.2	-0.1	-1.0	-1.1	-2	0.1	-5	3
CCN(CC)C(=O)c1cccc(-c2csc(C(C)(O)c3cccc(OC)c3)n2)c1 (stereo not given)	2	-2.7	-7.0	-3.9	0.7	x	-1.7	5	-4.6	-7	-10
CCn1c(C)nnc1SCC(=O)Nc1ccccc1Cl	2	0.1	0.7	-1.9	0.6	2.3	-0.6	-1	-0.2	-2	7
O=C(/C=C/c1ccccc1)Nc1cccc(C(=O)NCCCc2ccccc2)c1	1	3.0	2.9	1.5	-1.6	-2.2	-0.6	13	-2.5	-3	-33
COc1ccc(CC(=O)OCC(=O)NC(=O)NC(C)C)cc1	1	1.3	1.0	-1.6	-0.4	-0.1	-1.5	3	0.1	-1	-3
CCn1c(COc2ccccc2C)nnc1SCC(=O)Nc1ccc2c(c1)OCCO2	-3	-4.4	-0.7	-2.1	-0.4	-1.1	-1.4	-2	-1.2	-1	0
O=C(Cn1cc(COc2c(Br)cc(F)cc2Br)nn1)c1ccc(O)cc1	3	0.3	0.5	-0.4	0.1	0.1	-0.5	3	-0.4	4	-64
Cc1cc2ccccc2nc1SCC(=O)Nc1nc(-c2ccccc2)cs1	-4	1.2	2.9	0.6	-0.6	0.0	-0.9	-3	0.4	-1	11
CCOc1ccc(S(=O)(=O)NCCC(=O)NCC2COc3ccccc3O2)cc1 (stereo not given)	-3	0.0	-2.1	-2.1	0.6	0.0	-1.6	-4	-0.8	-3	-9
O=C(CC(SCCO)c1ccc2c(c1)OCO2)c1ccco1 (stereo not given)	4	2.4	1.2	-0.7	17*	0.0	-0.6	2	0.3	4	4
O=C(Nc1ccccc1)C1=C[C@@H](c2coc3ccccc3c2=O)C[C@@H](OCCCCO)O1	0	1.3	-2.3	-2.4	2.1	-1.9	-1.6	-10	-0.2	0	-1
CCN(c1ccccc1)S(=O)(=O)c1ccc(OC)c(NC(=O)c2c(C)noc2C)c1	-3	1.1	-0.7	0.6	0.1	0.7	-1.5	-3	2.0	-4	9
Cc1ccc(Cl)cc1N1CCN(S(=O)(=O)c2ccc3[nH]c(=O)ccc3c2)CC1	-5	-0.3	2.3	0.8	-0.2	1.9	-1.6	4	0.9	0	1
CC1Cc2ccccc2N1S(=O)(=O)c1cccc(C(=O)NCC(c2ccco2)N2CCCC2)c1 (stereo not given)	-7	-3.1	0.0	-0.8	-0.3	-1.5	-1.0	-6	-2.4	-2	-9
CCCn1c(SCC(=O)NC2CCC(C)CC2)n[nH]c1=O (stereo not given)	2	0.7	-1.4	-0.2	0.0	1.6	-1.0	6	-0.1	0	-1
O=S(=O)(c1ccc(N2CCOCC2)nc1)N1CCOCC1	2	1.1	-0.9	1.7	-0.1	0.6	-1.8	2	-0.1	4	6

A draw from above in order of SMILES length, rising.
SMILES	NPR1 activator	GAA850 FXN act	hgDAF12 agonist	hcDAF12 agonist	proKLK7 act	DAX1 inh-1	ssDAF-12 act	NPR2 activator	DAX1 inh-2	SMARCA2 act	sPLA2-III inh
CCCn1c(SCC(=O)NC2CCC(C)CC2)n[nH]c1=O (stereo not given)	2	0.7	-1.4	-0.2	0.0	1.6	-1.0	6	-0.1	0	-1
COc1ccc(CC(=O)OCC(=O)NC(=O)NC(C)C)cc1	1	1.3	1.0	-1.6	-0.4	-0.1	-1.5	3	0.1	-1	-3
CN(C)S(=O)(=O)Oc1ccccc1C(=O)Nc1ccc(F)cc1	0	3.5	0.9	-1.8	0.6	-1.7	-1.1	3	0.6	0	-5
O=C(CSc1nnc2c(n1)[nH]c1ccc(F)cc12)Nc1ccccc1F	-2	3.9	-0.9	0.1	0.6	-0.7	-1.3	2	-0.3	0	0
O=C(/C=C/c1ccccc1)Nc1cccc(C(=O)NCCCc2ccccc2)c1	1	3.0	2.9	1.5	-1.6	-2.2	-0.6	13	-2.5	-3	-33
CCN(CC)C(=O)c1cccc(-c2csc(C(C)(O)c3cccc(OC)c3)n2)c1 (stereo not given)	2	-2.7	-7.0	-3.9	0.7	x	-1.7	5	-4.6	-7	-10
COc1ccc(OC)c(S(=O)(=O)NCC(c2ccc3c(c2)OCO3)N2CCOCC2)c1 (stereo not given)	-8	1.4	2.5	-1.0	-0.7	0.2	-1.1	-4	0.9	1	6

Further structures follow:
SMILES	NPR1 activator	GAA850 FXN act	hgDAF12 agonist	hcDAF12 agonist	proKLK7 act	DAX1 inh-1	ssDAF-12 act	NPR2 activator	DAX1 inh-2	SMARCA2 act	sPLA2-III inh
CCc1ccc(N(C(=O)CNC(=O)c2ccco2)C(C(=O)NC2CCCC2)c2ccncc2)cc1 (stereo not given)	-2	0.0	1.7	-0.1	0.4	-1.0	-0.8	5	-0.3	2	3
COc1ccc(/C=C(/NC(=O)c2ccccc2Cl)C(=O)O)cc1	2	1.7	0.4	-0.4	-0.2	1.2	-1.4	-3	0.0	1	1
Cc1ccc(C)c(CSc2nnc(CCN)o2)c1	-2	0.2	-0.8	-0.5	-0.7	0.6	-1.6	4	-0.9	1	4
Cc1ccc(C(=O)C(C)OC(=O)c2nc(Cl)ccc2Cl)cc1 (stereo not given)	-2	0.5	1.4	-2.1	0.5	1.0	-0.7	4	0.9	-1	-4
c1ccc(COc2ccc(CN3CCN(c4ccccn4)CC3)cc2)cc1	7	5.5	10	5.0	0.0	1.2	-0.6	7	1.4	7	-7
CC1CCc2c(sc(NC(=O)C3=COCCO3)c2C(N)=O)C1 (stereo not given)	-5	2.8	15*	8.7*	2.6	4.1	1.4*	-4	5.7*	6	-4
CS(=O)(=O)c1[nH]nc(-c2ccccc2)c1C#N	-3	1.4	0.2	-0.7	0.1	2.0	-1.1	7	0.3	0	-4
Cc1cccc(CC(=O)NC2CCS(=O)(=O)C2)c1 (stereo not given)	5	0.3	0.1	-0.3	0.0	0.9	-0.4	4	0.8	-3	0
O=C(COC(=O)c1ccccc1F)NC1CC1	5	0.9	0.2	-1.0	0.7	0.3	-1.2	6	2.4	-1	0
CC1CCC2(CC1)NC(=O)N(CC(=O)N1CCOCC1)C2=O (stereo not given)	2	0.5	0.8	0.0	0.4	3.3	-1.3	2	-0.6	-6	9
CCC(=O)Nc1nnc(Cc2ccccc2)s1	3	-1.3	-1.2	-0.2	0.3	1.0	-1.4	-2	-0.3	6	0
COc1ccc(OC)c(CCNC(=O)c2cccc(NC(=O)C3=C(C)OCCS3)c2)c1	2	1.1	-3.9	-1.1	-0.2	-0.3	-1.4	-3	-0.3	-3	-2
O=C(NCCCN1CCOCC1)c1cc(-c2ccc3c(c2)OCO3)nc2ccccc12	6	-3.0	0.1	0.9	-2.8	-1.0	-1.8	-2	-0.4	-2	0
COc1ccccc1NS(=O)(=O)c1cc(C(=O)NCc2ccco2)ccc1C	-4	-1.8	-1.5	-1.9	-0.9	1.2	-0.5	4	0.4	-3	0
COc1ccc(Cc2nnc(NC(=O)c3cccs3)s2)cc1OC	1	3.0	0.2	-0.3	0.3	-0.9	-1.6	-2	-1.0	-2	-2
CCc1ccc(/C=N/NC(=O)c2ccccn2)cc1	0	-0.6	11*	5.5	-0.2	0.1	0.3	0	2.4	5	-1
CCOC(=O)C1CCN(C(=O)CN(c2ccc(OC)cc2)S(=O)(=O)c2c(C)nn(C)c2C)CC1	2	-2.0	0.2	0.6	-0.8	-0.5	0.1	-5	-0.5	0	17
O=C(CSc1nnc(COc2ccc(Cl)cc2)n1Cc1ccco1)Nc1ccc2c(c1)OCO2	-12	x	1.3	2.4	0.3	x	-1.7	-10	-0.4	-1	-14
CSc1nc(COC(=O)NC(C)C)c(COC(=O)NC(C)C)n1Cc1ccccc1	4	x	-1.2	1.4	-0.3	x	-1.2	2	0.5	-2	0
CCCCC(=O)Nc1cc(OC)c(NC(=O)C2CCCCC2)cc1OC	-6	0.3	-1.4	-0.7	-0.1	3.5	-1.1	4	-0.4	-2	-2
O=C1C(=O)N(CCS(=O)(=O)c2ccccc2)c2ccc(Cl)cc21	-12	-1.4	1.2	-0.4	0.2	-1.2	-1.2	-5	-0.6	0	7
C=CCn1c(N)c(C(=O)Nc2ccccc2)c2nc3ccccc3nc21	11	3.1	-0.7	-2.2	-5.2	-0.4	-1.9	-14	-0.6	-1	-27
COc1ccc(CC(=O)O/N=C(\N)c2ccc(C)cc2)cc1	5	4.2	5.3	7.7*	-0.2	2.2	1.6*	4	0.2	4	3
Cc1cc(N)ccc1N=Nc1c(C)n(C)n(-c2ccccc2)c1=O	-10	4.9	6.0	0.8	0.9	1.6	-0.5	0	0.0	4	5
